Screening results from PubChem.
RGS7-Gao: human RGS7-Galphao interaction regulation. P09471. Multiplexed bead flow cytometry, RGS7-Galphao binding; actives lie on both sides. binding response (% of control), % at 10 µM. actives 0.35% (n = 220,000); in the data active means binding response below about 49% or above about 150%; inconclusive means no clear call, values can overlap the other calls; inactive means in between;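 further: fluorescent Galphao held in activated GDP-AlF4 state binding bead-coupled RGS7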
Pf gametocyte: kills late stage P. falciparum gametocytes | P. falciparum stage V gametocytes, ATP luminescence, 24 h | inhibition, % at 10.9 µM | AID 743093 | actives 0.065% (n = 150,000);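 active means inhibition above the mean plus 3 SD of compounds within the control limits, set per campaign, cut at about 38% in these data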;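 further: 0% = DMSO wells and 100% = medium only without gametocytes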
RGS4-Gao reg: human RGS4-Galphao interaction regulation; Multiplexed bead flow cytometry, RGS4-Galphao binding; actives lie on both sides; binding response (% of control), % at 10 µM; AID 1415; actives 0.33% (n = 220,000); in the data active means binding response below about 49% or above about 150%; inactive means in between;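 further: fluorescent Galphao activated with aluminum fluoride binding bead-coupled RGS4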
ABCG2 inh: blocks JC-1 efflux by human ABCG2 transporter. AID 1325. inhibition, % at 6.6 µM. Q9UNQ0. IgMXP3 cells, flow cytometry. actives 0.1% (n = 190,000);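 active means inhibition above 80%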;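 further: 0% = DMSO and 100% = nicardipine control wells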
Target sequence (Q9UNQ0 whole entry, looked up): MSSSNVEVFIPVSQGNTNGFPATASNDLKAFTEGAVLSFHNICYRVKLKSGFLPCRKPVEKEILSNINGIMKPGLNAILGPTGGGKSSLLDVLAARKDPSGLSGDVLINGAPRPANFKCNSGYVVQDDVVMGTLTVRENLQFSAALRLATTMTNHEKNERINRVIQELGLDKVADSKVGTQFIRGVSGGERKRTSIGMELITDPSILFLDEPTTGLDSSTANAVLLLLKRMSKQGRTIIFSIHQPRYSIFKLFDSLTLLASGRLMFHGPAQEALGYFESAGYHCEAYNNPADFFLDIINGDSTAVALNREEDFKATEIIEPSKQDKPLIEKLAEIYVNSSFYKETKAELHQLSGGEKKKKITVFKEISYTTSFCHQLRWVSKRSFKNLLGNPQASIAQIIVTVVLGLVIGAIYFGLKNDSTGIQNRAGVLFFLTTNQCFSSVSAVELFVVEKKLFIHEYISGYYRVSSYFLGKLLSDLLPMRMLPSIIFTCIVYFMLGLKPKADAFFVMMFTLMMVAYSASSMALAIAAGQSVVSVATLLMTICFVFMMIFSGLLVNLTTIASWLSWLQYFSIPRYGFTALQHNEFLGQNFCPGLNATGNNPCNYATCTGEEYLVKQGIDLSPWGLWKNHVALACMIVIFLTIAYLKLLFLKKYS
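Incubation: cells with compound and JC-1, 10 min at 25 °C, rotating, no wash / Test system: IgMXP3 (ABCG2) plus far-red-tagged CCRF-Adr (ABCB1) cells / Compound dosing: one concentration, 6.6 µM final / Also added: JC-1 fluorescent substrate / Evaluation: efflux inhibition in percent versus controls / Detection: flow cytometry, 530 nm JC-1 signal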
ABCB1 block: human ABCB1 inhibition, ABCG2 as counter-screen | CCRF-Adr cells, JC-1 efflux, flow cytometry | actives 0.067% (n = 190,000) | P08183 | inhibition, % at 6.6 µM; in the data active means inhibition above about 40%;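 further: 0% = vehicle and 100% = reference inhibitor; higher value means more JC-1 retained so stronger ABCB1 efflux block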
Mcl1-Noxa inh: Mcl-1/Noxa interaction inhibition; actives 1.5% (n = 220,000); inhibition, % at 21.7 µM; TR-FRET Mcl-1/Noxa peptide binding, 2 h;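 active means compounds that cut the protein-peptide binding signal by more than 50% relative to plate controls in a single-dose test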;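 further: His-tagged Mcl-1 with rhodamine Noxa BH3 peptide and terbium anti-His antibody; 0% = Mcl-1 plus Noxa peptide wells and 100% = peptide-only wells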
Target sequence (Q07820 whole entry, looked up): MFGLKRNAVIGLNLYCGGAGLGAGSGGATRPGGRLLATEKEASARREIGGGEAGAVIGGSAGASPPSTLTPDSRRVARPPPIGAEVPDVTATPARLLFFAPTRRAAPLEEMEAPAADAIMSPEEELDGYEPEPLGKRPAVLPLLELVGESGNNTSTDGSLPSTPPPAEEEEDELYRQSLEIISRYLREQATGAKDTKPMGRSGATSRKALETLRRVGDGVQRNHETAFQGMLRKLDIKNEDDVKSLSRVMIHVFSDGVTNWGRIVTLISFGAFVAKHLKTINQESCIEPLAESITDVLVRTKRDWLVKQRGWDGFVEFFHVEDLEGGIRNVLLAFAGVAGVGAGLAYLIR
GSH fluor: compound fluoresces at 488/530 nm on GSH beads; GSH beads flow cytometry, compound fluorescence 488/530 nm; stronger effect = higher value; fluorescence (KMESF) at 10 µM; actives 0.25% (n = 190,000); AID 1776; in the data active means fluorescence above about 89;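 further: glutathione beads carrying GST-tagged Bcl family fusion proteins plus one bare bead set; values are compound well signal with DMSO vehicle wells as background; inactives centre near 16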
Mcl1-Bid inh: Mcl-1/Bid interaction inhibition | Q07820 | TR-FRET Mcl-1/Bid-Dy647 peptide binding, 1536-well | inhibition, % at 21.7 µM | actives 0.97% (n = 220,000);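 active means compounds that cut the binding signal by more than half at the single screening dose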;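 further: His-tagged Mcl-1 with europium anti-His antibody binding Bid BH3 peptide; 0% = Mcl-1 plus peptide wells and 100% = peptide-only wells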
Mcl-1 Bim block: disrupts Bim peptide binding to human Mcl-1; Bead-based flow cytometry, Bim peptide-Mcl-1 binding; actives 0.1% (n = 190,000); inhibition, % at 10 µM; in the data active means inhibition above about 40%;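 further: 0% = no compound tracer wells and 100% = peptide blocker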
Avidin fluor: compound fluoresces at 488/530 nm on avidin beads; compound fluorescence 488/530 nm, flow cytometry; stronger effect = higher value; fluorescence (KMESF) at 10 µM; actives 0.38% (n = 220,000); AID 1775; in the data active means fluorescence above about 47; further: inactives centre near 10
RGS8-Gao reg: regulators of human RGS8-Galphao interaction. response (percent of control binding), % at 10 µM. multiplexed bead flow cytometry, RGS8-Galphao binding; actives lie on both sides. actives 0.34% (n = 220,000). AID 1423; in the data active means response below about 60% or above about 140%; inactive means in between;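 further: Galphao activated as the GDP aluminium fluoride complex binding bead-coupled RGS8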
* hit, by the source's call; u = inconclusive; x = not tested or not shown.

SMILES	RGS7-Gao	Pf gametocyte	RGS4-Gao reg	ABCG2 inh	ABCB1 block	Mcl1-Noxa inh	GSH fluor	Mcl1-Bid inh	Mcl-1 Bim block	Avidin fluor	RGS8-Gao reg
Cc1cc(=O)oc2cc(NC(=O)C3COc4ccccc4O3)ccc12 (stereo unspecified)	105	x	104	6	0.2	9	15	12	0	5	120
CCSc1ncccc1-c1nc2ccccc2[nH]1	109	x	108	1	0.3	8	44	-2	-5	5	101
Cc1nc(-c2ccccc2)sc1C(=O)CSc1ccc(F)cc1	97	15	103	0	0.1	3	29	12	-5	12	99
O=C(c1ccc(Br)o1)N(Cc1ccccc1)Cc1ccccc1	97	x	97	12	1.3	-6	17	11	0	11	107
CCOC(=O)C1C(=O)C=C(N2CCOCC2)CC1c1cccc(OC)c1 (stereo unspecified)	98	x	97	0	0.0	-2	11	-25	-3	32	100
CCOC(=O)C1CCCN(CC(=O)NC2CC2)C1 (stereo unspecified)	103	x	112	0	0.2	27	14	40	-9	6	117
COc1ccc(OCCNc2cc(N3CCOCC3)ccc2[N+](=O)[O-])cc1	103	x	105	3	0.3	-3	36	-22	-1	11	102
COC(=O)COc1ccc(S(=O)(=O)NCCC2=CCCCC2)cc1	102	x	108	7	1.2	14	31	-11	0	14	103
Cn1nnnc1SCC(=O)Nc1c(Cl)cccc1Cl	99	-31	99	1	0.5	-7	14	-14	4	15	102
COCCCNC(=O)CCSc1ccc(Cl)cc1	95	x	92	6	1.0	8	19	-1	-5	23	95
Cc1cc(=O)[nH]c(SCC(=O)Nc2ccc(C(=O)O)cc2)n1	101	14	101	2	0.8	17	27	5	0	10	100
COc1ccc(/C=N/NC(=O)c2cc(-c3ccccc3OC)nc3ccccc23)cc1COC(C)=O	102	x	102	9	2.7	20	58	-10	0	12	99
COc1ccc(S(=O)(=O)N(C)CC(=O)Nc2ccccc2SC)cc1	90	23	78	4	1.2	6	54	1	-3	3	86
O=S(=O)(c1ccc2nnn(O)c2c1)N1CCCCC1	98	-14	97	0	-0.3	14	21	-5	0	5	98
CCOC(=O)c1c(NC(=O)CSc2nnc(-c3c[nH]c4ccccc34)n2C)sc2c1CCCC2	93	x	90	7	1.0	-10	16	-2	-1	3	95
C[C@H](NC(=O)OC(C)(C)C)C(=O)N/N=C/c1cccc2nccnc12	u	-10	101	x	x	-1	x	-4	x	7	100
COc1ccc(OC)c(S(=O)(=O)N2CCN(c3c(C)cccc3C)CC2)c1	101	x	101	2	0.8	11	17	-14	-2	4	101
CC(C)(C)[C@H]1C=C(C(=O)N2CCOCC2)O[C@@H](OCc2ccc(CO)cc2)C1	94	9	102	0	0.3	-11	22	-7	-1	5	99
N#Cc1ccccc1Sc1ccccc1N	14*	x	20*	1	0.2	4	25	0	-2	-2	12*
CC(=O)OCC1=C(C(=O)O)N2C(=O)C(NC(=O)c3ccc(COc4ccc(Cl)cc4)o3)C2SC1 (stereo unspecified)	97	-14	102	-4	-0.8	31	10	-19	-2	11	99
CN(c1cccc(NC(=O)CN(c2cccc(Cl)c2)S(=O)(=O)c2ccc(Cl)cc2)c1)S(C)(=O)=O	103	9	103	-1	-0.2	-2	5	-14	-4	3	100
COc1ccc(S(=O)(=O)NCC(c2cccnc2)N2CCN(c3ccccc3OC)CC2)cc1C (stereo unspecified)	101	x	107	4	1.7	12	10	-7	0	24	104
COCCN(C(=O)c1ccco1)c1nnc(-c2ccc(F)cc2)s1	108	-7	104	21	1.2	9	16	-16	4	10	102
COc1ccc(OC)c(S(=O)(=O)NCCc2csc(-c3cccnc3)n2)c1	u	17	101	x	x	7	x	-12	x	7	101
O=C(NCCc1cccs1)C1CC(c2ccccc2F)=NO1 (stereo unspecified)	u	x	104	x	x	2	x	-38	x	12	100
COc1ccc(OCc2nnc(SCc3ccc(C(=O)O)cc3)o2)cc1	102	8	106	0	-0.1	-8	11	-39	0	11	105
CC(=O)Nc1cccc(C(=O)/C=C/c2ccco2)c1	101	14	102	6	0.7	19	22	-17	0	8	98
Cc1cccc(OCC(=O)Nc2ccc3c(C)cc(=O)oc3c2)c1	99	23	103	0	-0.1	24	13	1	-1	10	101
O=c1c2ccccc2[nH]c(=S)n1CCCN1CCN(C2CCCCC2)CC1	102	-21	101	1	2.4	4	21	-43	0	16	101
Cc1c(C(=O)Nc2c(F)cccc2F)sc2ncnc(N3CCN(c4ccccc4)CC3)c12	97	-2	97	10	1.9	-69	8	-23	0	25	100
COc1cc(C(=O)N/C(=C\c2cn(C)c3ccccc23)C(=O)NCCCO)cc(OC)c1OC	103	-21	100	9	1.9	26	20	-18	-1	6	101
COCCNc1nc(Cl)c(C#N)s1	u	1	120	0	-0.1	2	11	32	0	11	119
COc1ccc(Oc2cccc(Cl)c2CNC(=O)CC(C)(C)CC(=O)O)cc1	u	-6	99	x	x	-7	x	5	x	3	101
CCN(CC)c1ccc(/C=N/Nc2ccccc2)c(O)c1	98	x	100	-1	-0.3	57*	44	-123	0	12	103
CSCC(O)Cn1ncc2ccccc2c1=O (stereo unspecified)	u	17	101	x	x	-15	x	-95	x	7	99
O=C(OCC(=O)N1CCc2ccccc21)C1=COCCO1	100	14	102	12	0.3	1	28	-14	-5	28	101
COc1ccc(OCCCC(=O)NCCc2nc3ccccc3[nH]2)cc1	101	2	99	14	1.4	10	14	-15	-5	14	100
O=C(Nc1ccccc1)C1C2CCC3C(CCC21)C3(Cl)Cl (stereo unspecified)	99	x	103	31	0.5	-6	31	-8	-3	12	99
COc1ccc(CCNC(=O)C2CCN(S(=O)(=O)N3CCCCCC3)CC2)cc1OC	98	x	106	6	1.3	3	21	2	1	34	102
Cc1n[nH]c(=O)nc1NC(C)c1ccccc1 (stereo unspecified)	99	-41	99	1	0.5	12	60	-14	-2	9	99
Nc1nnnn1CC(=O)N/N=C/c1cc([N+](=O)[O-])ccc1O	92	-11	95	0	0.1	-24	23	-58	4	10	98
C=CCn1c(SCC(=O)NCc2ccc3c(c2)OCO3)nnc1C1COc2ccccc2O1 (stereo unspecified)	97	2	97	2	1.1	-3	38	0	15	6	100
CS(=O)(=O)Nc1ccccc1C(=O)Nc1ccc2c(c1)OCCO2	99	-4	100	-5	-0.6	22	35	0	-4	20	100
O=C(c1cnc2n(c1=O)CCS2)N1CCN(c2ccccc2Cl)CC1	93	x	93	2	0.0	6	20	2	-1	7	96
CCOc1ccc(NC(=S)NCCCc2ccccc2)cc1	102	-4	100	6	0.8	9	10	-27	0	9	102
CN1C(=O)N(C)C2(c3ccccc3)N(C)C(=O)NC12c1ccccc1 (stereo unspecified)	105	-26	101	1	0.2	8	24	13	13	5	100
CCOC(=O)c1ccc(NC(=S)Nc2ccc3[nH]c(=O)[nH]c3c2)cc1	u	4	102	x	x	34	x	-20	x	6	106
Cc1cc2ncn(/N=C/c3ccc([N+](=O)[O-])s3)c2cc1C	102	x	103	4	-0.8	87*	10	26	-1	7	99
CCc1ccc(/C=C2\Oc3c(ccc(O)c3CN3CCN(C)CC3)C2=O)cc1	u	-4	117	x	x	4	x	-4	x	25	101
CCOc1ccc2ccccc2c1CNCCN1CCOCC1	104	x	105	4	0.3	37	55	9	0	10	102
Oc1ccccc1Nc1ccccn1	u	x	105	x	x	0	x	-49	x	x	106
CCOC(=O)N1CCN(Cc2cn[nH]c2-c2cccc3ccccc23)CC1	99	14	102	0	0.0	-5	9	-6	-1	9	101
O=C(CCl)N=c1sccn1Cc1ccccc1Cl	u	-28	100	x	x	1	x	-18	x	8	101
CCOc1cc(/C=C2/C(=O)ON=C2C)ccc1OCc1ccccc1F	86	x	89	1	0.1	24	13	38	-4	25	88
COc1ccc(CC(=O)Nc2nnc(SCC(=O)NCc3ccco3)s2)cc1OC	98	7	97	2	0.2	2	22	-30	1	9	102
CCCCOC(=O)C1=C(C)Nc2ncnn2C1c1cccc(OC)c1 (stereo unspecified)	99	-12	96	2	0.9	6	10	-45	0	22	102
CC1=C(C(=O)OCCOc2ccccc2)C(c2coc3ccccc3c2=O)C2=C(CCCC2=O)N1 (stereo unspecified)	98	1	103	5	8.1	-1	9	-21	-2	17	102
COC(=O)C(NC(=O)CNS(=O)(=O)c1ccc(Br)cc1)c1ccccc1 (stereo unspecified)	101	-34	103	-1	0.3	-10	70	3	-1	8	100
CC1CC=C2C(C#N)=C(N)C(C#N)(C#N)C(c3cccs3)C2C1 (stereo unspecified)	98	x	97	1	0.1	16	11	-90	-1	23	98
CCOC(=O)c1cc2cc(C)ccc2[nH]1	99	x	100	1	0.4	2	15	7	-3	31	101

Some of the entries above in a different format.
Molecule | RGS7-Gao | Pf gametocyte | RGS4-Gao reg | ABCG2 inh | ABCB1 block | Mcl1-Noxa inh | GSH fluor | Mcl1-Bid inh | Mcl-1 Bim block | Avidin fluor | RGS8-Gao reg
CCOC(=O)N1CCN(Cc2cn[nH]c2-c2cccc3ccccc23)CC1 | 99 | 14 | 102 | 0 | 0.0 | -5 | 9 | -6 | -1 | 9 | 101
O=C(CCl)N=c1sccn1Cc1ccccc1Cl | u | -28 | 100 | x | x | 1 | x | -18 | x | 8 | 101
CCOc1cc(/C=C2/C(=O)ON=C2C)ccc1OCc1ccccc1F | 86 | x | 89 | 1 | 0.1 | 24 | 13 | 38 | -4 | 25 | 88
COc1ccc(CC(=O)Nc2nnc(SCC(=O)NCc3ccco3)s2)cc1OC | 98 | 7 | 97 | 2 | 0.2 | 2 | 22 | -30 | 1 | 9 | 102
CCCCOC(=O)C1=C(C)Nc2ncnn2C1c1cccc(OC)c1 (stereo unspecified) | 99 | -12 | 96 | 2 | 0.9 | 6 | 10 | -45 | 0 | 22 | 102

Following part.
SMILES	RGS7-Gao	Pf gametocyte	RGS4-Gao reg	ABCG2 inh	ABCB1 block	Mcl1-Noxa inh	GSH fluor	Mcl1-Bid inh	Mcl-1 Bim block	Avidin fluor	RGS8-Gao reg
COc1cccc(OC)c1C(=O)NC(=S)N1CCN(c2ccc(C(F)(F)F)cc2[N+](=O)[O-])CC1	99	x	99	2	1.4	5	21	-38	-3	6	99
NC(=O)[C@H]1CC2(CC(c3cccc(NC(=O)COc4ccc(Cl)cc4)c3)=NO2)CN1C(=O)[C@H]1CCC(=O)N1 (stereo partly specified)	u	x	91	x	x	-6	x	-20	x	8	96
COC(=O)[C@@H](NC(=O)NCc1cccs1)C(C)C	102	28	106	0	0.2	7	33	4	0	15	104
COc1ccc(NC(=O)C2CCN(S(=O)(=O)c3c(C)noc3C)CC2)cc1Cl	104	-10	103	5	0.4	5	11	-10	4	8	101
CCOc1ccc(Nc2nc3cc(S(=O)(=O)CC)ccc3o2)cc1	u	-3	99	x	x	27	x	-13	x	6	101
CC(C)c1nnc(SCC(=O)N2CCOCC2)n1C	105	14	103	0	0.0	-7	17	-2	1	7	103
NC(=O)CC[C@H](NC(=O)OCc1ccccc1)C(=O)OCc1ccc(Cl)cc1	100	7	101	2	0.4	5	10	-27	-2	11	100
Cc1c(Br)c([N+](=O)[O-])nn1CC(=O)NCC1CCCO1 (stereo unspecified)	104	-30	102	1	0.1	2	17	4	1	11	106
O=C1NCCCc2nonc21	98	-12	98	1	0.0	-2	14	-14	-1	35	98
